Screens as filed in PubChem.
S100A4 inh HTS: S100A4-myosin IIA interaction inhibition; S100A4/TAMRA-MyoIIA peptide fluorescence polarization; inhibition, % at 10.7 µM; 360,000 tested, 0.14% active; AID 652163;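 active = mean inhibition of at least 70% across replicates, with every replicate also reaching that level; inconclusive = mean inhibition reaches 70% but some replicates fall short; inactive = mean inhibition below 70%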
Target sequence (P26447 whole entry, looked up): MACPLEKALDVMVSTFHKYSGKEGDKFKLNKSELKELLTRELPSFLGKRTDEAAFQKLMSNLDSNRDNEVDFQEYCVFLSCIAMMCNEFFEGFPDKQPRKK
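assay system = human S100A4 monomer with TAMRA-labelled myosin IIA peptide | also added = labelled myosin peptide probe, 5 nM | incubation = 5 min between mix addition and reading | control set = DMSO and TFP controls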
esBAF inh: inhibitors of esBAF chromatin remodeling in mouse ES cells | 350,000 tested, 2% active | reporter increase, % at 12.5 µM | Bmi1-luciferase knock-in reporter, 24 h; 100% = twice the neutral-well signal; in the data active = activation above about 40%; inconclusive = no clear call, values can overlap the other calls;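 also: 0% = median of the plate's neutral control wells and 100% = double that signal; a rise in the Bmi1 reporter signal indicates esBAF inhibition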
RAD52 inh: inhibitors of human RAD52 DNA annealing | P43351 | recombinant RAD52 DNA annealing, FRET fluorescence | inhibition, % at 18.7 µM | 360,000 tested, 0.46% active | AID 651710;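 active = every replicate showing at least 50% inhibition; inconclusive = mean inhibition at least 50% but not in every replicate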
Target sequence (P43351 whole entry, looked up): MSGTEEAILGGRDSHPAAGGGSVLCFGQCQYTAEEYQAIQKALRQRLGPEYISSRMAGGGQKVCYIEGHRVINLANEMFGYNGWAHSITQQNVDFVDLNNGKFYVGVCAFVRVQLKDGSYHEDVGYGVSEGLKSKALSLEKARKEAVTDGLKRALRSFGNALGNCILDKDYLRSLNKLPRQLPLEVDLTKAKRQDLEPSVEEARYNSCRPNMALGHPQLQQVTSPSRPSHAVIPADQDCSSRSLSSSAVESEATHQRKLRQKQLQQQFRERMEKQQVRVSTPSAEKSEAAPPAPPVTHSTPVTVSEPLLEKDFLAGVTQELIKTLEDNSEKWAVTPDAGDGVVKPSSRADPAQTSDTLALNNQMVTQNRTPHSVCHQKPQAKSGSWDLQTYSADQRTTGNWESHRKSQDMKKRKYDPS
RAD54 branch: RAD54 (human) branch migration inhibition; RAD54 Holliday junction branch migration, FAM/BHQ fluorescence; 360,000 tested, 0.14% active; Q92698; inhibition, % at 10.4 µM;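 active = mean normalized replicate activity at least 40 and at least half of replicates scoring 40 or more; inconclusive = only one of the two criteria met; inactive = mean below 40 and under half of replicates reaching 40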;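 also: 0% = median of neutral control wells and 100% = median of positive control wells; inhibitors cause a drop in the FAM fluorescence signal; in these data hits start at about 50%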
E-selectin induc: induces E-selectin expression in human endothelial cells; P16581; HUVEC E-selectin immunofluorescence imaging; normalized: neutral wells 0, TNF-alpha wells 100; activation, % at 7.58 µM; 260,000 tested, 0.37% active; AID 686992;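 active = mean E-selectin-positive cell signal at least 10% of the positive control, reached in at least 60% of replicates, without over 20% cell loss; inconclusive = no rule given, readout overlaps actives, possibly toxicity-flagged; inactive = the rest, including those meeting only one limit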;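 also: in these data hits start at about 27%; measured in HUVEC primary endothelial cells; signal is the percent of cells scored E-selectin positive by PE staining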
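System: HUVEC / Compound: single concentration / Signal: immunofluorescence imaging / Read-out: percent E-selectin-positive cells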
FN deposition inh: fibronectin deposition inhibition; AH1F fibroblasts, Alexa488-fibronectin deposition fluorescence, overnight; inhibition, % at 12.6 µM; 350,000 tested, 0.086% active; AID 743247;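 active = mean inhibition across replicates of 30% or more, regardless of how many single replicates reach that level; inconclusive = mean under 30% yet at least half of replicates reach 30%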;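 also: positive control wells lacked labelled fibronectin entirely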
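material = AH1F fibroblast monolayer depositing Alexa488-labelled fibronectin into matrix | amount = 10000 AH1F cells/well | buffer or medium = DMEM plus 2% serum, read in PBS | incubation = 1 h cell adhesion before compound, then overnight fibronectin incubation | detection = fluorescence at 485 nm excitation, 525 nm emission | evaluation = percent inhibition as loss of matrix-bound fibronectin fluorescence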
Xi reactivation: X-chromosome reactivation activator; XiGFP mouse fibroblasts, % GFP-positive cells imaging, 3 d; cells co-treated with 5-aza-dC sensitizer; scaled so ellipticine positive control = 100%; activation, % at 7.58 µM; 360,000 tested, 0.055% active;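 active = mean normalized replicate activation at least 10% and every replicate at or above 10%; inconclusive = only one of the two criteria met; inactive = mean below 10% and not all replicates reach 10%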;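 also: 0% = median of on-plate neutral control wells and 100% = ellipticine 6 µM median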
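Material: XiGFP fibroblasts, SV40-immortalized; Buffer or medium: DMEM containing 5-aza-dC; Compound dosing: single point; Times: 3 days compound exposure.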
EWS-Fli block: inhibitors of EWS/Fli oncoprotein transcriptional activity; A673 NR0B1-luciferase reporter, viability-normalised; inhibition, % at 12.6 µM; 350,000 tested, 0.67% active; AID 651661;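 active = mean inhibition of at least 50% after viability correction, with every replicate also passing that limit; inconclusive = mean reaches 50% but only one of two replicates passes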;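 also: firefly luciferase signal divided by Alamar Blue viability fluorescence both relative to DMSO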
The depositor's hits bear a star; ? = inconclusive; . = no result given.

smiles,S100A4 inh HTS,esBAF inh,RAD52 inh,RAD54 branch,E-selectin induc,FN deposition inh,Xi reactivation,EWS-Fli block
COc1ccc(C)cc1NC(C)C(=O)NC(=O)NC1CCCCC1 (stereo unspecified),-6,4,0,-4,.,-5,4.1,7
Cc1ccccc1S(=O)(=O)N1CC(=O)N2[C@H](CO)[C@H](c3ccc(C#CCC(C)C)cc3)[C@@H]2C1,-8,.,-18,.,-0.5,.,0.0,0
C[C@@H]1CN([C@H](C)CO)C(=O)Cc2cc(NC(=O)Nc3ccc(C(F)(F)F)cc3)ccc2O[C@@H]1CN(C)C(=O)Nc1ccc2c(c1)OCO2,-1,.,13,.,1.9,.,0.0,2
CS(=O)(=O)c1ccc(NCCc2ccccn2)c([N+](=O)[O-])c1,0,16,-14,.,.,7,0.1,-14
COCCN(C(=O)COC(=O)/C=C/c1ccc2c(c1)OCO2)c1c(N)n(Cc2ccccc2)c(=O)[nH]c1=O,-3,4,2,6,0.2,3,0.1,5
C[C@@H]1CN([C@@H](C)CO)C(=O)c2cc(C3=CCCCC3)cnc2O[C@H]1CN(C)C(=O)c1ccc2c(c1)OCO2,11,6,17,7,2.2,1,0.0,6
O=C(c1ccccc1)N1CCN(c2ccc([N+](=O)[O-])cc2-n2cccc2)CC1,1,.,-2,.,2.0,-5,0.1,18
C=CCn1c(=O)c(C(=O)NCc2ccc3c(c2)OCO3)c(O)c2ccccc21,-2,-12,-9,-13,-0.1,-4,0.0,-2
CO[C@@H]1CN(C)C(=O)c2ccc(NC(C)=O)cc2OC[C@H](C)N(C(=O)c2ccccc2F)C[C@H]1C,.,0,.,-9,-0.1,-9,0.3,-5
Cc1ccccc1C(c1ncccc1C)N(C)C(=O)C1CCN(CCOc2ccc(Cl)cc2Cl)CC1 (stereo unspecified),-14,-15,-9,-9,-0.1,2,0.0,19
O=C(COC(=O)C1=COCCO1)Nc1c(F)cccc1F,-2,4,-4,10,6.7,-5,0.4,2
CN1c2ccc(Br)cc2[C@@H]2[C@@H](CCN2C(=O)Cc2cccnc2)[C@@H]1CO,-6,-13,-3,3,0.6,-6,0.1,-7
COc1ccccc1/C=C/C(=O)Nc1cccc(S(=O)(=O)N2CCOCC2)c1,-7,15,-17,-8,.,4,0.0,-6
O=S(=O)(c1ccccc1)N1CC2(C1)[C@H](c1ccccc1)[C@H](CO)N2CCC(F)(F)F,-15,.,-17,.,-0.1,9,0.0,0
C[C@@H]1CN([C@H](C)CO)C(=O)Cc2cc(NS(=O)(=O)c3ccccc3)ccc2O[C@@H]1CN(C)Cc1ccc(-c2ccccc2)cc1,-7,5,-8,-7,0.5,.,0.2,20
CC(C)S(=O)(=O)N1CCCC(c2cc(C(=O)NCc3cccnc3)no2)C1 (stereo unspecified),-6,-2,3,-12,1.5,6,-0.1,10
COc1ccc(NC(=O)N(C)C[C@@H]2Oc3ccc(NS(=O)(=O)c4cccs4)cc3CC(=O)N([C@H](C)CO)C[C@@H]2C)cc1,.,1,.,1,0.1,-3,-0.2,-2
CN(C)CCCO[C@@H]1[C@H]2OC(C)(C)O[C@H]2O[C@@H]1[C@H](O)CO,1,1,-4,2,0.4,-2,-0.1,-11
COc1cc(/C=N/NC(=S)Nc2cccnc2)cc(OC)c1OC,-2,.,-9,.,.,0,0.0,12
CC(C)(C)OC(=O)N1CCC[C@H]1c1nnc(SCc2ccc(Cl)cc2)o1,0,-3,-6,-17,-0.2,-3,0.1,-10
O=C(NC1CCS(=O)(=O)C1)c1cc(-c2ccccc2)nc2ccccc12 (stereo unspecified),-3,-1,-6,2,.,-3,0.0,5
CC(=O)C(=Cc1cccc(C#N)c1)C(=O)c1ccccc1,2,.,-18,.,-0.1,6,0.0,8
COc1ccc(S(=O)(=O)Nc2ccc3c(c2)C(=O)N([C@H](C)CO)C[C@@H](C)[C@@H](CN(C)Cc2ccncc2)OCCCC[C@H](C)O3)cc1,-43,-12,7,-1,0.1,.,-0.8,-4
Cc1ccc(N(CC(=O)N2CCCCC2)S(=O)(=O)c2ccc(C)cc2)cc1,-3,.,-10,.,0.1,5,0.0,-16
CC(SC1=NCCN1S(C)(=O)=O)c1ccccc1 (stereo unspecified),7,0,-14,0,0.0,5,0.2,1
C[C@H]1CN([C@@H](C)CO)C(=O)c2cc(NC(=O)CCCCCC(=O)Nc3ccccc3N)ccc2O[C@H]1CN(C)Cc1ccc(Oc2ccccc2)cc1,-10,.,-26,.,-0.2,1,-0.3,.
O=C(C[C@@H]1C=C[C@@H](NS(=O)(=O)c2ccc(F)cc2)[C@H](CO)O1)NCc1ccncn1,26,-4,2,-1,0.3,2,0.0,-2
COc1ccc(S(=O)(=O)Nc2cc3[nH]c(=O)oc3cc2C)cc1,-3,-1,-6,-18,5.2,-2,-0.1,9
C[C@H]1CN([C@@H](C)CO)C(=O)c2cccc(NC(=O)Nc3ccc(F)cc3)c2O[C@H]1CN(C)Cc1ccc(C(=O)Nc2ccccc2N)cc1,3,.,-25,.,-5.7,-12,0.2,.
C[C@H]1CN([C@@H](C)CO)C(=O)c2cc(NC(=O)Nc3ccc(F)cc3)ccc2O[C@@H]1CN(C)Cc1ccc(Oc2ccccc2)cc1,2,4,9,-3,?,.,0.0,-4
CC(=O)Nc1cccc(NC(=O)c2cc(-c3cccnc3)nc3ccc(Cl)cc23)c1,4,.,-25,.,.,.,0.1,-4
CCc1nc2c(OCC(=O)N3CCOCC3)cccn2c1N(C)C(=O)COc1ccccc1,-1,2,-21,-1,0.5,0,-0.1,1
Cc1cccc(NC(=O)CN2CCN(CC(=O)Nc3ccc(-c4ccccc4)cc3)CC2)c1C,-11,0,-5,-2,.,-12,0.2,8
NC(c1csc(Nc2ccc(C(=O)NCCCO)cn2)n1)c1ccccc1Cl (stereo unspecified),-7,3,-44,-2,.,-7,-0.2,-7
O=C(C[C@@H]1C=C[C@@H](NC(=O)c2ccc(F)cc2)[C@H](CO)O1)NCCc1ccncc1,5,-2,5,0,-0.2,6,0.4,0
O=C(N[C@H]1CC[C@@H](CCn2cc(C3(O)CCCC3)nn2)O[C@H]1CO)C1CCCCC1,3,-1,-3,-1,-0.4,.,0.0,1
O=C(Nc1nccs1)c1cccc(NC(=O)C(F)(F)F)c1,-6,10,-7,.,-0.3,-3,.,-35
O=C(CN1CCOCC1)N1CCCCN2[C@@H](CO)[C@@H](c3ccc(/C=C/c4ccccc4)cc3)[C@@H]2C1,3,-7,17,8,-0.3,.,0.0,-11
O=C(NCC1CCCCC1)c1cccc([N+](=O)[O-])c1,-2,-1,8,-1,0.0,3,0.1,-9
COc1ccc(/C=C/C(=O)OCCCN(C)C)cc1,0,.,-12,.,.,-1,-0.1,5

Taken from the listing, 5 compounds:
smiles,S100A4 inh HTS,esBAF inh,RAD52 inh,RAD54 branch,E-selectin induc,FN deposition inh,Xi reactivation,EWS-Fli block
O=C(NC1CCS(=O)(=O)C1)c1cc(-c2ccccc2)nc2ccccc12 (stereo unspecified),-3,-1,-6,2,.,-3,0.0,5
CC(=O)C(=Cc1cccc(C#N)c1)C(=O)c1ccccc1,2,.,-18,.,-0.1,6,0.0,8
COc1ccc(S(=O)(=O)Nc2ccc3c(c2)C(=O)N([C@H](C)CO)C[C@@H](C)[C@@H](CN(C)Cc2ccncc2)OCCCC[C@H](C)O3)cc1,-43,-12,7,-1,0.1,.,-0.8,-4
Cc1ccc(N(CC(=O)N2CCCCC2)S(=O)(=O)c2ccc(C)cc2)cc1,-3,.,-10,.,0.1,5,0.0,-16
CC(SC1=NCCN1S(C)(=O)=O)c1ccccc1 (stereo unspecified),7,0,-14,0,0.0,5,0.2,1

(further entries)
Screens by letter: A = S100A4 inh HTS; B = esBAF inh; C = RAD52 inh; D = RAD54 branch; E = E-selectin induc; F = FN deposition inh; G = Xi reactivation; H = EWS-Fli block
CC1(C(=O)Nc2ccc3c(c2)OCCO3)CC1(Cl)Cl (stereo unspecified)
  A = 0; B = 10; C = -5; D = 4; E = -0.1; F = .; G = 0.0; H = -12

O=C(c1ccc(OCc2cn3ccccc3n2)cc1)N1CCN(S(=O)(=O)c2ccccc2F)CC1
  A = -24; B = 19; C = -45; D = 0; E = 0.6; F = -4; G = 0.0; H = -18

COc1cccc(-c2nc3nc(C)cc(C)n3c2NC2CCCC2)c1
  A = -5; B = .; C = -46; D = .; E = 0.1; F = -7; G = -0.1; H = 8

Cc1ccc(/C=N/NC(=O)C2(C)CC2(Br)Br)cc1 (stereo unspecified)
  A = -3; B = 4; C = -4; D = -8; E = .; F = 7; G = 0.3; H = -10

CCCC#Cc1ccc2c(c1)O[C@@H](CN(C)Cc1ccccn1)[C@H](C)CN([C@@H](C)CO)S2(=O)=O
  A = -6; B = -1; C = -7; D = -6; E = -0.3; F = -2; G = 0.0; H = 14

Cc1ccc(NNc2c(C)nc3ccccc3nc2=O)cc1
  A = 35; B = .; C = -10; D = .; E = 9.1; F = -7; G = 0.0; H = -25

COc1cc(OC)c(NS(=O)(=O)c2cc(C(=O)OCC(=O)NCC3CCCO3)ccc2OC)cc1Cl (stereo unspecified)
  A = 1; B = .; C = -19; D = .; E = .; F = 8; G = 0.0; H = 0

CC(C)CCn1cnc2c(c1=O)c1nc3ccccc3nc1n2Cc1ccc2c(c1)OCO2
  A = 7; B = -6; C = -10; D = 4; E = .; F = .; G = .; H = 4

CCOCCn1c(SCc2ccccc2)nc2c1c(=O)[nH]c(=O)n2C
  A = -3; B = -10; C = -4; D = 4; E = .; F = 1; G = 0.0; H = -3

O=c1c2ccccc2nc(N2CCN(c3ccccc3)CC2)n1Cc1ccccc1
  A = -3; B = -19; C = -51; D = -10; E = 0.2; F = -9; G = 0.0; H = 8

CCOc1ccc(/C=C/C(=O)CCC(=O)O)cc1
  A = 6; B = 4; C = -3; D = 0; E = .; F = -2; G = 0.4; H = -20

2 records drawn at random from the list so far:
Screens by letter: A = S100A4 inh HTS; B = esBAF inh; C = RAD52 inh; D = RAD54 branch; E = E-selectin induc; F = FN deposition inh; G = Xi reactivation; H = EWS-Fli block
COc1cc(OC)c(NS(=O)(=O)c2cc(C(=O)OCC(=O)NCC3CCCO3)ccc2OC)cc1Cl (stereo unspecified)
  A = 1; B = .; C = -19; D = .; E = .; F = 8; G = 0.0; H = 0

Cc1ccc(/C=N/NC(=O)C2(C)CC2(Br)Br)cc1 (stereo unspecified)
  A = -3; B = 4; C = -4; D = -8; E = .; F = 7; G = 0.3; H = -10
